IL-2 act = activators of IL-2; AID 652025; IL-2 activation reporter assay, cell-based qHTS; stimulated with anti-CD3/CD4/CD28 beads; in transgenic mouse T cells; activation, % (series mostly up to about 46 µM); hit rate 0.065% among 360,000; in the data active means activation above about 50%; inconclusive means mostly about 30% to 49%; further: 0% is about no effect
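Using fluorescent plate cytometry, EGFP and DsRed are detected in transgenic mouse T cells stimulated 18 h at 37 degrees C with antibody-coated beads after 60 min compound pretreatment.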
WRN helicase inh = inhibitors of human WRN helicase; Q14191; WRN helicase unwinding, fluorescent forked duplex, kinetic; Potency, µM (series often up to 114 µM), inactives show top-dose activity change, negative = inhibition, usual class: inhibitors; hit rate 0.46% among 360,000; AID 651768; further: potency means the concentration at half of the fitted maximal effect; on the % scale 0 is the no-effect control and ±100 the full control effect; nearly all actives have a fitted effect of over 55% in size
Target sequence (Q14191 whole entry, looked up): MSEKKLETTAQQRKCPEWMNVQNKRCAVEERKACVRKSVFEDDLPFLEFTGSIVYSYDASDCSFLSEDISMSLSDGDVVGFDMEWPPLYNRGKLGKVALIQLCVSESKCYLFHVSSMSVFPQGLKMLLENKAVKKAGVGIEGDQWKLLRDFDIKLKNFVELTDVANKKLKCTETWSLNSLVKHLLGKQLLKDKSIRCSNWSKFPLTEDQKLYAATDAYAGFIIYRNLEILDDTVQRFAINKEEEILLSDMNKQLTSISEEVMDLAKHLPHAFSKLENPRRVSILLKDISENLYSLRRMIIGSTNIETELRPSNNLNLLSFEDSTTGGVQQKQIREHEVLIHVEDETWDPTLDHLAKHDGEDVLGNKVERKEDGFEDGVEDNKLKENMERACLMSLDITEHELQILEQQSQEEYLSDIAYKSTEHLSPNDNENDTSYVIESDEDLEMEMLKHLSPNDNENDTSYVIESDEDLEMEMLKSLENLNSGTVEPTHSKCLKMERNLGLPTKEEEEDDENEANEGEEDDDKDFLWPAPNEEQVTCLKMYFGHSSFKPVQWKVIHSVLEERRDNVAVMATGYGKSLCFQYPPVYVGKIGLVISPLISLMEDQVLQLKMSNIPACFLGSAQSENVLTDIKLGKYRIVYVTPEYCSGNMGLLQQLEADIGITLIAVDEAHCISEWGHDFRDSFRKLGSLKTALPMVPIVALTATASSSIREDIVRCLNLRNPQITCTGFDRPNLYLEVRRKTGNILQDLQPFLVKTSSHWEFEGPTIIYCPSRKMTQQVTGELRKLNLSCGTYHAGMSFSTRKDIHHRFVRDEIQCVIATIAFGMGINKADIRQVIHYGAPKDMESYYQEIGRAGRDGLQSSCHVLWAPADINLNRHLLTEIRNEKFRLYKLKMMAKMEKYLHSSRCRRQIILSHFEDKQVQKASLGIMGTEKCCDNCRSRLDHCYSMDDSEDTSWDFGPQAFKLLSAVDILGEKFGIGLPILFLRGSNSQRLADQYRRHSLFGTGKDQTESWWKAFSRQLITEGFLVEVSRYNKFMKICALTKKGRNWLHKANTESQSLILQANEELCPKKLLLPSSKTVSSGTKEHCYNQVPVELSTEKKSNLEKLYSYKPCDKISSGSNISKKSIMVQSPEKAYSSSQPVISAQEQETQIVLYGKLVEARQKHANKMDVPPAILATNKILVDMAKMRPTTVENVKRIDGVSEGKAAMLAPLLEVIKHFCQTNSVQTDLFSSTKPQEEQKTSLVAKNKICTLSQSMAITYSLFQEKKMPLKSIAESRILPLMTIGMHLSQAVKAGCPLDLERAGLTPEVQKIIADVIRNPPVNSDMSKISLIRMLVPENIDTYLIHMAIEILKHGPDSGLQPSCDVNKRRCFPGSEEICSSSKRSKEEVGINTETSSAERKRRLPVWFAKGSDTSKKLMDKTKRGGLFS
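Kinetic red-fluorescence monitoring (525/598 nm) tracks WRN helicase activity after 100 nM fluorophore-quencher forked duplex and 2 mM ATP are added to 20 nM enzyme pretreated 15 min at room temperature with compound.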
Abeta yeast res = restores growth of yeast expressing A-beta42 peptide; yeast expressing A-beta42, growth rescue, OD600, 48 h; response scale: 0% DMSO, 100% iron-clioquinol control; Potency, µM (top dose mostly 46.1 µM), without a hit: at the highest dose growth rescue, hits mostly activators; hit rate 0.063% among 410,000; AID 1347071; further: potency means the concentration at half of the fitted maximal effect; nearly all actives have a fitted effect of over 55% in size
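Yeast A-beta toxicity model in growth medium with pinned compounds, 48 h at 30 C; growth read as absorbance at 600 nm. Normalized to FeCl3/clioquinol equimolar mix (positive) and DMSO (negative).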
FUS suppressor = rescues growth of FUS-expressing yeast; Potency, µM (top dose mostly 76.6 µM), inactives show at the top dose growth rescue (activation), most hits filed as activators; S. cerevisiae FUS-expressing, growth rescue, OD600, 24 h; hit rate 0.24% among 390,000; AID 1347120;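 further: potency means the concentration at half of the fitted maximal effect; plate controls were DMSO vehicle for no effect and reference control for full effect; nearly all actives have a fitted effect of over 55% in size; some results filed as inactive show a strong effect at the top dose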
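Yeast FUS proteinopathy model; galactose-induced FUS (2%), starting OD 0.005. Cpds in dilution series, 24hr, 30C, 99% humidity. Abs 600 nm growth. Pos ctrl CP55940 (top 92uM final); neg ctrl DMSO.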
PLK1 PBD inh = inhibitors of human PLK1 polo-box domain binding. Potency, µM, for inactives: max response, negative = inhibition, hits mostly inhibitors. AID 720504. P53350. hit rate 2.8% among 360,000. Plk1 PBD binding of FITC phosphopeptide, fluorescence polarization; further: potency means the concentration at half of the fitted maximal effect; series mostly up to about 57 µM; on the % scale 0 is the no-effect control and ±100 the full control effect; nearly all actives have a fitted effect of over 65% in size
EPAC1 agonist = EPAC1 (human) agonism. O95398. EPAC1 agonist qHTS, biochemical assay; response scale: 100% = response to 6.5 mM cAMP. Potency, µM (top dose mostly 154 µM), without a hit: at the top dose activation, hits mostly activators. hit rate 0.073% among 360,000; further: potency means the concentration at half of the fitted maximal effect; nearly all actives have a fitted effect of over 60% in size
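Normalized to 6.5 mM cAMP, activity reflects EPAC1-catalysed release of BODIPY-GDP from Rap1B, followed kinetically over 30 min at 480 nm excitation, 540 nm emission. Reaction contained 100 nM EPAC1, 250 nM Rap1B-BODIPY-GDP, 50 uM GDP.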
PI5P4Ka inh = PI5P4K alpha (human) kinase inhibition | hit rate 1.2% among 330,000 | P48426 | max response, % | PI5P4Kalpha enzyme, ADP-Glo luminescence, 60 min; stronger effect = lower value; active means max response of -50% or lower; inconclusive means between -30% and -50%; inactive means -30% or higher; further: value at the top dose of about 77 µM; on the % scale 0 is the no-effect control and ±100 the full control effect
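Enzyme plus substrate dispensed, test compounds pinned in, then ATP (5 microM final) added. After 60 min at RT, ADP-Glo reagent 1 for 45 min and reagent 2 for 30 min preceded luminescence imaging.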
EPAC1 antagonist = blocks human EPAC1 exchange factor; hit rate 0.14% among 360,000; EPAC1 GEF assay, Rap1b-BODIPY-GDP exchange fluorescence; O95398; Potency, µM (highest dose often 115 µM), inactives show top-dose activity change, negative = inhibition, hits mostly inhibitors;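 further: potency means the concentration at half of the fitted maximal effect; plate controls were vehicle for no effect and positive control for full effect; nearly all actives have a fitted effect of over 50% in size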
Starred values were filed as active, the others as inactive; ? = inconclusive; . = not tested or not shown; [ ] = another dose, or the depositor's remark. Unless noted, the call rests on the fitted dose curve; in most records, active means well fitted curve in the direction sought with a large enough effect; inconclusive means small, poorly fitted or top-dose-only effect, or another doubt; inactive means no such curve, though single readings can be large; an effect the other way counts as inactive or inconclusive.

SMILES	IL-2 act	WRN helicase inh	Abeta yeast res	FUS suppressor	PLK1 PBD inh	EPAC1 agonist	PI5P4Ka inh	EPAC1 antagonist
CCOC(=O)CSc1nc2ccc(C)cc2[nH]1	-0.2	-3%	2%	-17%	-4%	-2%	-4	-12%
CCCN(C(=O)Cc1coc2cc(C)c(C)cc12)c1c(N)n(Cc2ccccc2)c(=O)[nH]c1=O	-2.8	8%	8%	?	0%	-3%	-1	0%
CCN(CC)S(=O)(=O)c1ccc(/C=C/C(=O)OCC#N)cc1	0.1	9%	0%	4%	2%	0%	0	18%
NC(=O)CC(NC(=O)c1ccccc1)c1ccc(N2CCN(c3ccccn3)CC2)c([N+](=O)[O-])c1 (stereo not drawn)	-3.4	4%	-2%	-8%	-17%	-9%	-4	-12%
COc1ccc(S(=O)(=O)NCc2cccnc2)cc1NC(=O)c1ccccc1C	0.6	-22%	25%	29%	-19%	?	-73*	?
COc1ccc(C2CC(c3cccs3)=NN2c2nc(-c3ccccc3)cs2)cc1OC (stereo not drawn)	-1.4	7%	-2%	4%	?	-8%	.	15%
O=C(Nc1cccc([N+](=O)[O-])c1)C1CCN(C(=O)Cc2ccccc2)CC1	-3.8	-35%	-7%	.	-6%	5%	-9	-14%
COc1ccc(S(=O)(=O)N2CCc3ccccc32)cc1C(=O)O	-3.1	11%	-5%	-20%	-1%	-10%	-1	-3%
CCOC(=O)/C(C#N)=C/c1c(N2CCN(CC)CC2)nc2c(C)cccn2c1=O	-1.8	-2%	-7%	-13%	-3%	-7%	1	-1%
CSC(=S)N/N=C(\C)c1ccccc1	-0.7	1%	?	-34%	-7%	5%	-4	7%
COC(=O)CSc1nc(N2CCOCC2)c2c(c1C#N)CC(C)(C)N(C)C2	-0.5	-3%	-4%	2%	-2%	-2%	3	10%
O=C1CCCC2=C1C1(CCCCC1)N=C(Nc1nc3ccccc3o1)N2	-2.5	-8%	25%	13%	-5%	13%	.	0%
O=C(Nc1ccc(Nc2ccccc2)cc1)c1c(F)c(F)c(F)c(F)c1F	-0.9	-11%	15%	-5%	-8%	2%	1	-21%
O=C(COC(=O)c1cc2ccccc2oc1=O)Nc1cccc(Br)c1	-1.5	5%	9%	1%	-5%	-6%	5	-16%
O=C(NNC(=O)C1CCN(S(=O)(=O)c2ccc(Cl)cc2)CC1)c1ccc(Cl)cc1	0.4	0%	23%	13%	-7%	-1%	.	-10%
Cc1ccc(C)c(N2CCN(C(=O)CCS(=O)(=O)c3cccc4nonc34)CC2)c1	-3.6	1%	12%	37%	-13%	13%	-1	-7%
O=C(CSc1n[nH]c(-c2ccncc2)n1)c1cccc([N+](=O)[O-])c1	-0.7	-20%	5%	32%	-27%	1%	-19	-7%
Cc1cc(Nc2cccc(Cl)c2)nc(-c2ccccc2O)n1	0.1	8%	-16%	29%	-14%	-2%	35	-11%
O=C(Nc1nccs1)c1ccc(S(=O)(=O)N2CCOCC2)cc1	-3.5	4%	9%	11%	-9%	4%	2	21%
COc1ccccc1OCc1nc(Cc2ccc(Cl)cc2)no1	-0.2	-15%	8%	17%	-12%	5%	6	-11%
O=C(COc1ccccc1)NC1CCCc2ccccc21 (stereo not drawn)	-3.8	11%	11%	5%	-3%	-3%	-1	3%
Cc1ccc(NC(=O)CSc2nnc(-c3ccoc3C)n2CCCN(C)C)cc1Cl	1.0	1%[57.1 µM]	-8%	-15%	8%	-1%	2	-7%
O=C(OCCc1ccccc1)c1cc(O)c(O)c(O)c1	0.9	?	7%	-18%	7%	-8%	-18	-13%
O=C(OCc1c(F)cccc1Cl)c1cccnc1Cl	5.5	-10%	4%	-6%	-1%	1%	16	-3%
CC(C)(C)C(=O)Nc1c2c(nc3c1CCC3)CCCC2	0.6	-7%	4%	-7%	-11%	6%	-13	4%
CCNC(=S)Nc1ccc(Cc2ccncc2)cc1	-2.9	-1%	-22%	-21%	-15%	-8%	2	-3%
COc1cc(CCC(=O)Nc2nccs2)cc(OC)c1OC	-1.1	6%	2%	-22%	4%	1%	7	3%
O=C(C[C@@H]1C/C=C\C[C@H](Cc2ccc(F)cc2)C(=O)OC[C@@H](c2ccccc2)NC1=O)NCCO	0.0	6%	-1%	11%	-9%	-5%	-3	3%
O=C(Nc1ccc(N2CCN(C(=O)c3ccccc3)CC2)c(Cl)c1)c1ccc(Br)o1	-3.2	-19%	-18%	?	-7%	4%	.	10%
C=CCn1c(SCC(=O)NCC2CCCO2)nc2sc(CC)cc2c1=O (stereo not drawn)	-0.8	0%	2%	-7%	5%	-6%	1	8%
CCOc1ccc(CCNC(=O)Cn2ncn3nc(-c4ccc(OC)cc4)cc3c2=O)cc1	-2.2	5%	-19%	-48%	3%	-14%	-3	-21%
Cc1c2ccccc2cc(Cc2ccccc2)[n+]1C	1.0	-3%	-11%	6%	-5%	-6%	0	-30%
COc1ccc(-c2ccc(C)cc2)cc1[C@H]1[C@H]2C=CC[C@@H](C)[C@@H]2C(=O)N1Cc1ccccc1	-0.2	-1%	1%	-9%	2%	11%	-3	-21%
O=C(NNC(=O)C12CC3CC(CC(C3)C1)C2)c1ccccc1F	0.5	-2%	0%	0%	2%	-6%	1	9%
CCCN(CC(=O)Nc1ccccc1OC)C(=O)c1cc(-c2ccccc2)nn1-c1ccccc1	-0.1	0%	-1%	?	2%	-13%	1	10%
O=C(c1cccc(S(=O)(=O)N2CCCC2)c1)N1CCN(c2ccccc2F)CC1	4.3	0%	20%	21%	-2%	1%	.	6%
COc1ccc(-c2nnc(NC(=O)c3cccs3)s2)c(OC)c1	-0.6	-4%[11.6 µM]	-8%	-5%	-5%	-6%	-10	-2%
O=C(O)c1ccc(NS(=O)(=O)c2cc(Cl)ccc2Cl)cc1	-5.4	-10%	-14%	.	-1%	-3%	-3	-3%
CNC(=S)SCCOc1ccccc1	-0.2	0%	?	13%	-8%	7%	5	-7%
Cc1cc(SC#N)cc(C)c1NC(=O)CCl	-0.7	-13%	-35%[inhibitor]	.	?	-6%	8	4%
CCC1CCCCN1Cc1nc2ccccc2c(=O)n1CC(C)=O (stereo not drawn)	-2.1	7%	11%	5%	-19%	0%	1	2%
CCOc1ccc(C(=O)Nc2nc(C)cc(C)n2)cc1[N+](=O)[O-]	-0.2	2%	-2%	.	-4%	2%	-8	9%
COc1ccc(Nc2nc(N)nc(CN3CCC(Cc4ccccc4)CC3)n2)cc1	-2.8	-3%	3%	-12%	-2%	0%	-14	-11%
CC1CCC(NC(=O)C2CCN(S(=O)(=O)c3cccc4nonc34)CC2)CC1 (stereo not drawn)	0.5	-3%	3%	-5%	-4%	12%	1	-4%
O=CN1CCN(c2c([N+](=O)[O-])c(=O)oc3ccccc23)CC1	6.8	-4%	4%	-37%	-10%	5%	6	?
O=C1NC(=S)NC1=Cc1ccc2c(c1)CCC2	-4.8	-2%	0%	.	-11%	-5%	?	0%
CCn1c(NCc2cc(OC)ccc2OC)nc2ccccc21	-0.9	-12%	16%	1%	-3%	-5%	1	-1%
O=C(C1CCN(S(=O)(=O)c2ccc(Cl)cc2)CC1)N1CCCCCCC1	-0.7	-7%	-27%	35%	-2%	2%	4	-5%
CC(C)(C)c1cc(NC(=O)Nc2ccc(Cl)cc2Cl)no1	-3.9	-11%	-12%	-14%	4%	-2%	33	-8%
CC(C)COc1ccc(C(=O)Nc2ccccc2[N+](=O)[O-])cc1	-1.4	1%	-4%	.	-12%	-14%	6	-29%
Cc1ccc(NC2=C/C(=N\S(=O)(=O)c3cccs3)c3ccccc3C2=O)c(C)c1	-1.1	-12%	-19%	25%	-21%	7%	-23	-18%
COc1ccc(NS(=O)(=O)c2cc(NC(=O)C(CC(C)C)NC(N)=O)ccc2N2CCOCC2)cc1 (stereo not drawn)	0.2	-5%	0%	10%	-10%	4%	-1	12%
COc1cccc(NC(=O)C2CCC(CNS(=O)(=O)c3cccc4cccnc34)CC2)c1 (stereo not drawn)	0.0	2%	-1%	?	-10%	13%	2	8%
O=C(CC(c1ccccc1)c1cc(Br)ccc1O)NCc1ccco1 (stereo not drawn)	0.3	-20%	23%	-3%	-6%	-3%	-17	-1%
COC(=O)[C@]1(C)N[C@H](CN(C)C(=O)C2CCCCC2)[C@@H]2C(=O)N(C)C(=O)[C@@H]21	-0.6	-11%	-4%	-16%	-4%	3%	4	-8%
CCC(=O)Nc1ccc(C(=O)n2ccc(C)n2)cc1	-0.8	-3%	8%	13%	-2%	5%	-4	-9%
CCc1ccc(OCC(O)Cn2c(N3CCCCC3)nc3c2c(=O)[nH]c(=O)n3C)cc1 (stereo not drawn)	1.3	0%	-12%	20%	-5%	3%	2	-5%
O=C(COC(=O)c1cnccn1)Nc1ccccc1-c1ccccc1	0.2	8%	-4%	.	-7%	13%	-8	4%
O=C(COC(=O)C12CC3CC(CC(Cl)(C3)C1)C2)Nc1ccc2[nH]c(=O)[nH]c2c1	0.5	-1%	3%	-5%	-3%	9%	-1	1%
COc1ccc(NC(=O)CSc2nc3c(cc2C#N)CN(C)CC3)cc1	2.0	8%	16%	44%	-25%	2%	-9	1%
CCc1ccccc1NC(=O)CSc1nc2n[nH]c(C)c2c(=N)n1-c1ccc(OC)cc1	0.0	-21%	19%	30%	0%	5%	7	-12%
CC1CCCN(c2nc3nonc3nc2N2CCCC(C)C2)C1 (stereo not drawn)	-0.1	2%	-6%	6%	-5%	-7%	3	-5%
O=C(CN(C(=O)c1csnn1)c1cccc2ccccc12)NCc1ccccc1	3.4	4%	-10%	14%	-8%	0%	-10	-12%

Sorted by SMILES length (falling): part of the list above.
SMILES	IL-2 act	WRN helicase inh	Abeta yeast res	FUS suppressor	PLK1 PBD inh	EPAC1 agonist	PI5P4Ka inh	EPAC1 antagonist
COc1cccc(NC(=O)C2CCC(CNS(=O)(=O)c3cccc4cccnc34)CC2)c1 (stereo not drawn)	0.0	2%	-1%	?	-10%	13%	2	8%
COc1ccc(NC(=O)CSc2nc3c(cc2C#N)CN(C)CC3)cc1	2.0	8%	16%	44%	-25%	2%	-9	1%
CC(C)(C)c1cc(NC(=O)Nc2ccc(Cl)cc2Cl)no1	-3.9	-11%	-12%	-14%	4%	-2%	33	-8%

Screening data deposited in PubChem by National Center for Advancing Translational Sciences (NCATS).
